ABCB6 inh 2 – blocks the human ABCB6 transporter; Q9NP58; K562-ABCB6 porphyrin accumulation, flow cytometry, 1 h; hits give low values; fluorescence ratio to DMSO, % at 10 µM; 0.19% of 360,000 active; AID 602162;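 active = fluorescence ratio to DMSO below 75%, the collection mean minus 3 SD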;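 also: signal is porphyrin accumulated inside mitochondria; 100% equals median channel fluorescence of DMSO control wells; lower ratio means ABCB6 inhibition with less porphyrin fluorescence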
CaV13 FRET inh – Primary screen for inhibitors of IQ motif and Ca2+-dependent inactivation inhibitor domain binding in CACNA1D, Förster resonance energy transfer in living cells, …; HEK cells, CFP/YFP FRET ICDI-IQ, plate reader, 10 min; percent FRET-ratio fall versus neutral wells; inhibition, % at 12.3 µM; 0.098% of 340,000 active; AID 743397;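 active = mean replicate inhibition of at least 30% and at least 1% of replicates passing that level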;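 also: 0% = median of the neutral control wells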
Glyco luc inh – blocks N-linked glycosylation in D54 reporter cells. D54 ERlucT glycosylation luciferase reporter, 24 h; percent of 100 nM tunicamycin response. reporter increase, % at 12.5 µM. 0.23% of 360,000 active;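 active = mean luciferase reporter signal, scaled so untreated is 0 and the glycosylation-blocking control 100, at or above a set limit in every replicate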;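 also: luciferase carries N-glycosylation sites so blocking glycosylation raises the light; 0% = median of neutral control wells and 100% = median of 100 nM tunicamycin wells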
aDG glyco act – increases alpha dystroglycan glycosylation; Pro5-aDG cells, alpha-DG glycosylation AlphaScreen (IIH6); 0% Pro5, 100% B10-LARGE cell signal; activation, % at 10 µM; AID 624168; 0.22% of 360,000 active;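 active = activation of at least 8% versus controls, or a plate z-score of at least 8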;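 also: Pro5 are CHO cells carrying HIG-tagged alpha-DG that lacks glycosylation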
hiPSC survival – hiPSC single-cell survival enhancement; survival enhancement, % at 20 µM; 0.044% of 360,000 active; ATPlite luminescence; 100% = ROCK inhibitor wells, 0% = DMSO; AID 602274; in the data active = survival enhancement above about 18%;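 also: cells exposed to compounds for 16 hours before the ATP read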
PDI turbidity – blocks human protein disulfide isomerase activity | inhibition, % at 10 µM | P07237 | 0.052% of 350,000 active | AID 588391 | PDI insulin aggregation turbidity, A650, 90 min;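 active = mean inhibition across replicates of 30% or more, whatever share of single replicates reach that level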;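 also: absorbance from insulin aggregation driven by PDI reduction with DTT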
Target sequence (P07237 whole entry, looked up): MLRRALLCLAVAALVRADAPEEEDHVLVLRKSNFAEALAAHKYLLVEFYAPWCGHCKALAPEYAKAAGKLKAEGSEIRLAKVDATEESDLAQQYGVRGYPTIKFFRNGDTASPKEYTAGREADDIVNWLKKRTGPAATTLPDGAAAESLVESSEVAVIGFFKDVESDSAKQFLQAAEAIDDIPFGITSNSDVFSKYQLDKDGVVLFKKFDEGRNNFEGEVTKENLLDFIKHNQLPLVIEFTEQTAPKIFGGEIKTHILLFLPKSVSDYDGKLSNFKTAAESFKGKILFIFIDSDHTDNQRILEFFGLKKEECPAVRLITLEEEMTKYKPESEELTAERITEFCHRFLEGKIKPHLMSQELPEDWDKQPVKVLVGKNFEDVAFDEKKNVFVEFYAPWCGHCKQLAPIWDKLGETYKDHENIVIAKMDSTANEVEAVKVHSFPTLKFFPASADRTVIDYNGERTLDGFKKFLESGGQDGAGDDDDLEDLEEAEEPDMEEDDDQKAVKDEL
H9c2 protect – protects H9c2 cardiomyocytes from peroxide injury; AID 588492; 0.63% of 360,000 active; H2O2 injury protection, ATPLite, 2 h; protection from H2O2 cell death, % at 20 µM;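 active = compounds giving at least 50% protection of heart cells from peroxide-induced death in the single-dose screen, raw or plate-pattern-corrected value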;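 also: 0% = DMSO wells with peroxide and 100% = DMSO wells without peroxide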
Granule exo inh – blocks lytic granule exocytosis; TALL-104 LAMP-1 surface exposure, flow cytometry; cells stimulated with thapsigargin and PMA; inhibition, % at 10 µM; 0.66% of 360,000 active;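 active = inhibition above about 55%, limit read from the data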
Vif imaging – blocks HIV Vif function; 0.35% of 340,000 active; HEK293T cells, Vif self-association by quenched fluorescence, imaging, 24 h; AID 602346; inhibition, % at 7.49 µM; in the data active = inhibition above about 50%, passing the limit was not always enough; also: some results filed as inactive read as strong as hits
m5-HT2A agonist – agonists of mouse serotonin 5-HT2A receptor (HTR2A); P35363; CHO-K1 mHTR2A beta-arrestin complementation, luminescence; percent of 30 µM serotonin response; activation, % at 7.6 µM; 0.66% of 360,000 active;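 active = activation above a run cutoff, the mean activation of all tested compounds plus 3 SD, cut at about 14% in these data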;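 also: 0% = plate median of compound wells and 100% = 30 µM serotonin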
Target sequence (P35363 whole entry, looked up): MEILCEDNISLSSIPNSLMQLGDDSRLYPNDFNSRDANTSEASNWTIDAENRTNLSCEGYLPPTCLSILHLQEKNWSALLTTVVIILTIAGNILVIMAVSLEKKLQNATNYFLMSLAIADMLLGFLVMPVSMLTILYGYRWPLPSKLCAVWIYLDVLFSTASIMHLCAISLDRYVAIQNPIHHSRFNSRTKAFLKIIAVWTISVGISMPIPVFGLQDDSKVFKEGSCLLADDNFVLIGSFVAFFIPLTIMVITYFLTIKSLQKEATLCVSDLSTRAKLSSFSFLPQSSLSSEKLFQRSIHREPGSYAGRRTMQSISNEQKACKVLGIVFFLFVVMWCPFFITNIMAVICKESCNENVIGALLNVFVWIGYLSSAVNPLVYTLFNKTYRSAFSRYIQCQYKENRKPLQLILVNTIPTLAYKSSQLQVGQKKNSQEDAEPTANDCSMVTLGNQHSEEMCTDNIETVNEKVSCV
Numbers without * were called inactive; . = no result given. Compounds were not picked by outcome, and some 3.1% of all compounds hit somewhere here.

SMILES	ABCB6 inh 2	CaV13 FRET inh	Glyco luc inh	aDG glyco act	hiPSC survival	PDI turbidity	H9c2 protect	Granule exo inh	Vif imaging	m5-HT2A agonist
O=C(CNC(=O)c1cnccc1C(F)(F)F)c1cccc(Cl)c1	99	-4	1	0.0	0.1	0	7	12	0	2
CC1=C(C(=O)OCC(Br)(Br)Br)C(c2cccc([N+](=O)[O-])c2)NC(=O)N1CCCC(=O)O (stereo not given)	101	-5	4	-0.1	6.5	14	11	1	0	7
O=C(O)COc1ccc(/C=N/n2c(COc3ccccc3)nc3ccccc3c2=O)cc1	83	-5	-1	0.0	-2.0	0	-2	4	4	4
CCOc1cc(C2Nc3ccccc3C(=O)N2c2ccccc2)c(Br)cc1OCC(=O)O (stereo not given)	96	-18	1	-0.2	1.0	7	-4	-2	15	1
Cc1ccc(-n2nc3c(c2NC(=O)c2ccc(OC(C)C)cc2)CS(=O)C3)cc1 (stereo not given)	89	-4	1	0.2	0.4	-1	11	0	5	-4
COc1ccc(CCNC(=O)COC(=O)C2CC2)cc1	96	-5	1	-0.1	1.0	0	2	-4	3	-1
CCOC(=O)c1c(C)nc2sc3c(=O)n(-c4ccc(OC)cc4)nnc3c2c1-c1ccc(OC)cc1	90	-5	-1	-0.5	4.5	15	20	1	-20	10
CCOc1cc(CNCCO)cc(Br)c1OCc1ccccc1	88	1	2	3.8	-1.4	5	-22	7	-15	-4
COC(=O)CN(c1cc(OC)ccc1OC)S(=O)(=O)c1ccc(OC)c(OC)c1	91	-5	-1	-0.5	6.2	1	9	2	-6	-1
COCC(=O)N1CCN(c2ccc([N+](=O)[O-])cc2)CC1	87	.	2	0.0	0.8	-7	5	0	-5	7
O=[N+]([O-])c1ccc(/C=C/c2nc3ccc([N+](=O)[O-])cc3[nH]2)cc1	92	-3	-3	0.0	-0.1	-1	-2	4	-8	-6
O=C1CSC(c2c(F)cccc2Cl)N1c1cccc(F)c1 (stereo not given)	86	-5	-1	-0.2	-0.7	-2	-3	-2	-1	3
COc1ccccc1C(=O)NNC(=O)c1sccc1-n1cccc1	100	-3	-1	-0.4	0.4	-1	1	-2	14	-3
O=C(O)CSc1nc2sc3c(c2c(=O)n1Cc1ccccc1)CCCCC3	91	-3	2	-0.1	1.5	-1	-4	26	-6	4
O=C(N/N=C/c1ccc([N+](=O)[O-])cc1)c1ccc(COc2ccccc2-c2ccccc2)cc1	100	-3	-3	2.6	2.3	6	10	9	4	-6
O=C(Cc1cccc(NC(=O)C2CCN(C(=O)C3CCCCC3)CC2)c1)Nc1cccc(C(=O)N2CCOCC2)c1	104	-6	-1	-0.3	0.9	-2	10	-3	-1	-1
Cc1nnc(N2CCCC(C(=O)NCc3ccc(OC(C)C)cc3)C2)c2nn(-c3ccccc3)c(C)c12 (stereo not given)	95	-3	-2	1.9	-0.7	9	-7	10	-2	4
Cc1c(Cl)cccc1NC(=O)NCc1ccncc1	100	-4	0	0.7	1.1	0	3	3	-9	2
CC1CCC(C(C)C)C(OC(=O)COC(=O)c2ccc(N)cc2)C1 (stereo not given)	100	-5	-2	0.0	1.9	13	-13	-2	1	8
C=CCNCC(=O)N1N=C(c2ccc3ccccc3c2)CC1c1ccc(OC)cc1 (stereo not given)	95	-4	-2	5.8*	-0.7	-2	-11	37	-1	-3
CN1CCN(C(=O)CN(Cc2ccccc2)S(C)(=O)=O)CC1	95	-6	0	-0.3	2.7	0	6	-1	2	4
Cc1ccc(NC(=O)COc2ccc(/C=N\NC(=O)c3cccnc3)cc2)cc1C	97	.	-3	-0.4	-0.2	-5	15	-4	-1	5
CCOc1ccc(NC(=O)/C(=C\c2ccc(OC(C)=O)c(OC)c2)NC(C)=O)cc1	93	-3	0	-0.1	2.3	2	4	-3	.	4
CCOc1ccccc1-c1cc(C(=O)N/N=C/c2ccc3c(c2)OCO3)c2ccccc2n1	97	-4	-10	0.0	3.0	5	14	1	8	3
c1ccc(OCc2nc3ccccc3[nH]2)cc1	97	-5	-2	0.0	2.2	1	-6	0	-1	7
Cc1ccc(C(=O)Nc2ccccc2C(=O)O)cc1S(=O)(=O)Nc1ccc(Br)cc1	97	-16	0	0.0	0.0	13	14	6	1	12
Cc1ccn2c(NCc3ccccc3)c(-c3cccs3)nc2c1	102	-5	-2	0.2	-0.9	0	-1	-2	0	-1
O=C(O)c1cc([N+](=O)[O-])c(Sc2nc3ccccc3[nH]2)c([N+](=O)[O-])c1	98	-19	2	0.1	0.4	-1	-2	-10	-11	2
C[C@H](NS(=O)(=O)c1ccc2c(c1)OCCCO2)C(=O)N1CCN(Cc2ccc(C#N)cc2)CC1	99	-13	2	0.2	-0.3	-1	-2	-4	-1	2
COc1ccc(C(=O)NCCc2c[nH]c3ccccc23)cc1S(=O)(=O)N1CCCCC1C (stereo not given)	97	-2	-7	-0.1	-1.8	-5	2	2	3	2
Cc1ccc(C(=O)COC(=O)c2ccc3c(c2)C(=O)N(c2cccc4ncccc24)C3=O)cc1C	91	-4	1	-0.2	-2.0	12	-15	-1	4	-1
O=C1C2C3C=CC(CC3)C2C(=O)N1c1ccc(F)cc1 (stereo not given)	99	-1	1	-0.2	-0.9	3	-3	2	11	-3
O=C(CNC(=O)c1ccc(Br)o1)NCc1cccc(Cl)c1	103	-2	0	0.0	-0.5	-1	0	0	-4	-3
COc1cc(OC)c(C#N)c(S(=O)Cc2ccccc2)c1 (stereo not given)	133	-2	-1	0.1	-0.6	1	2	0	12	-4
O=C1CN(C(=O)c2ccc(Cl)nc2)c2ccccc2N1	87	3	1	-0.1	4.7	-7	7	0	-1	2
COc1ccccc1C(C[N+](=O)[O-])c1c[nH]c2ccccc12 (stereo not given)	84	-4	1	0.0	0.0	-7	-11	7	1	-2
O=C(Cc1ccccc1)N1CCC(c2ccccc2)C1 (stereo not given)	104	-4	0	0.0	0.5	2	11	3	-11	-1
COc1ccccc1Nc1nnc(SCC(=O)c2c(N)n(C3CC3)c(=O)[nH]c2=O)s1	95	-9	0	0.0	0.1	-12	8	-1	-1	1
Cc1ccc(C(=O)OCC(=O)Nc2cc(S(=O)(=O)N3CCOCC3)ccc2C)cc1	94	-4	1	-0.1	-1.1	-9	0	-2	2	-2
COc1cc(NC(=O)COc2ccccc2C)ccc1NC(=O)c1ccco1	105	-6	1	0.0	1.4	-3	24	-3	-8	-2
Cc1ccc(S(=O)(=O)Cc2ccc(C(=O)N3CCCC3)o2)cc1	94	-22	0	-0.4	1.6	-10	7	12	5	2
Cn1nnnc1SCC(=O)N(C1CCCCC1)C1CCCCC1	93	.	2	-0.1	-2.2	8	5	-3	.	7
COc1ccc(C(=O)COC(=O)C2CCN(S(=O)(=O)c3cccc4cccnc34)CC2)cc1	104	-5	0	-0.2	-1.1	-1	6	-2	-7	2
Cc1ccccc1NC(=O)CN1C(=O)NC2(CCCCCCC2)C1=O	96	-5	2	0.0	-0.6	8	4	7	-5	-9
Cc1ccc(C(=O)OCC(=O)Nc2ccc3[nH]c(=O)[nH]c3c2)cc1[N+](=O)[O-]	92	-6	0	0.0	-0.3	11	-1	9	-4	-4
CC1(C)Cc2ccccc2C2=NNC(=O)C2=N1	98	-4	-8	9.0*	-1.7	-2	-29	0	6	-2
Cc1c(N=Nc2ccc(O)cc2)c(=O)n(-c2ccccc2)n1C	98	5	0	-0.3	1.3	1	8	4	15	-2
COc1ccc(NC(=O)C2CCN(C(=O)NCc3ccccc3)CC2)cc1	97	-5	0	-0.6	-1.0	-3	0	4	-2	-2
Cc1ccc(C)c(OCCC(=O)OCC(=O)Nc2ccc(Cl)cn2)c1	89	-2	0	0.0	0.1	-5	-7	-2	.	-4
CCOC(=O)[C@]12CCCC=C1N(Cc1ccc(Cl)cc1Cl)C(=O)[C@H](CC(=O)N1CCOCC1)C2	95	-6	.	0.0	-0.1	.	.	-11	.	-2
COc1ccc(NC(=O)C2CCN(S(=O)(=O)c3cccc4nonc34)CC2)cc1OC	101	-3	0	-0.2	-0.3	-4	5	-7	13	-2
Cc1ccnc(NC(=O)CCC(=O)N(CC(=O)NCc2ccccc2)Cc2ccc(F)cc2)c1	97	-7	6	0.0	-0.3	8	8	9	-4	8
COc1ccc(-c2nnc(NC(=O)C3CCCN3S(=O)(=O)c3cccs3)o2)cc1 (stereo not given)	98	-2	0	0.0	-0.2	-4	6	-7	3	7
Cn1cccc1Cc1nnc(SCC(=O)NCC2CCCO2)n1C (stereo not given)	105	-3	2	0.0	4.9	4	-4	-2	-5	8
Cc1cc(C)n(C(=O)c2cc(F)c(F)cc2C)n1	100	-2	2	0.0	-0.1	-1	-3	-3	2	1
Cc1oncc1C(=O)Nc1cccc2ccccc12	101	-6	1	-0.1	-0.4	6	-2	0	5	12

In the list so far, these have a Cl atom.
SMILES	ABCB6 inh 2	CaV13 FRET inh	Glyco luc inh	aDG glyco act	hiPSC survival	PDI turbidity	H9c2 protect	Granule exo inh	Vif imaging	m5-HT2A agonist
O=C(CNC(=O)c1cnccc1C(F)(F)F)c1cccc(Cl)c1	99	-4	1	0.0	0.1	0	7	12	0	2
O=C1CSC(c2c(F)cccc2Cl)N1c1cccc(F)c1 (stereo not given)	86	-5	-1	-0.2	-0.7	-2	-3	-2	-1	3
Cc1c(Cl)cccc1NC(=O)NCc1ccncc1	100	-4	0	0.7	1.1	0	3	3	-9	2
O=C(CNC(=O)c1ccc(Br)o1)NCc1cccc(Cl)c1	103	-2	0	0.0	-0.5	-1	0	0	-4	-3
O=C1CN(C(=O)c2ccc(Cl)nc2)c2ccccc2N1	87	3	1	-0.1	4.7	-7	7	0	-1	2
Cc1ccc(C)c(OCCC(=O)OCC(=O)Nc2ccc(Cl)cn2)c1	89	-2	0	0.0	0.1	-5	-7	-2	.	-4
CCOC(=O)[C@]12CCCC=C1N(Cc1ccc(Cl)cc1Cl)C(=O)[C@H](CC(=O)N1CCOCC1)C2	95	-6	.	0.0	-0.1	.	.	-11	.	-2
